Screening data from PubChem BioAssay.
TTR transcr act: TTR transcription activators in neuroblastoma reporter cells, primary screen, cell-based, luminescence, SH-SY5Y, TTR promoter Gaussia luciferase | 100% = recombinant luciferase protein wells | activation, % at 16.7 µM | 92,000 compounds, 1.3% hits | AID 1117267, 2014;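 active = activation above the mean of all tested compounds plus 3 SD, cut at about 9.5% in these data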;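 also: cells exposed to compounds for one day before reading; 0% = median of all test compound wells on the plate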
Starred values were filed as active, the others as inactive. Not all compounds are listed (hit frequency here may not be typical).

The opening six compounds (preview)
TTR transcr act | canonical_smiles
-0.6 | COc1ccc(CCNC(=O)C2CCCN2S(=O)(=O)c2ccc(F)cc2)cc1OC (stereo not given)
0.3 | C[C@@H]1CCC[C@@]2(O[C@H](CCO)C[C@H](O)[C@H]2O)O1
-0.5 | O=C(CO/N=C/c1ccc(OC(F)F)cc1)NC1CCCC1
1.6 | Cc1nc([N+](=O)[O-])c(Sc2nc3ccccc3[nH]2)n1Cc1ccccc1
-2.3 | CC(OC(=O)c1ccccc1Oc1ccccc1)C(=O)NC1CC1 (stereo not given)
0.4 | O=C(CC1OC(=O)c2ccccc21)NNC(=O)c1ccc(F)cc1 (stereo not given)

This part in full, previewed entries included:
TTR transcr act | canonical_smiles
-0.6 | COc1ccc(CCNC(=O)C2CCCN2S(=O)(=O)c2ccc(F)cc2)cc1OC (stereo not given)
0.3 | C[C@@H]1CCC[C@@]2(O[C@H](CCO)C[C@H](O)[C@H]2O)O1
-0.5 | O=C(CO/N=C/c1ccc(OC(F)F)cc1)NC1CCCC1
1.6 | Cc1nc([N+](=O)[O-])c(Sc2nc3ccccc3[nH]2)n1Cc1ccccc1
-2.3 | CC(OC(=O)c1ccccc1Oc1ccccc1)C(=O)NC1CC1 (stereo not given)
0.4 | O=C(CC1OC(=O)c2ccccc21)NNC(=O)c1ccc(F)cc1 (stereo not given)
-0.5 | CC(Sc1nncn1C)C(=O)NCc1ccc2c(c1)OCO2 (stereo not given)
-1.6 | C=CCNC(=O)c1cc(-c2cccnc2)nc2ccccc12
0.4 | CC1=NN(c2ccccc2)C(=O)C1N=Nc1ccccc1 (stereo not given)
-0.3 | CCCC1(C(=O)OC)NC(c2cc(OC)c(OC)c(OC)c2)C2C(=O)N(CC)C(=O)C21 (stereo not given)
-3.4 | C[C@@H]1CN([C@@H](C)CO)S(=O)(=O)c2ccc(C#CC(C)(C)O)cc2O[C@H]1CN(C)C(=O)C1CCCCC1
-0.1 | CN(Cc1ccccc1)C(NC(=O)c1ccccc1)C(Cl)(Cl)Cl (stereo not given)
0.0 | Cc1ccc(C)c(OCC(O)CNC2CCCC2)c1 (stereo not given)
-1.5 | O=C(NC1CCCCCC1)C1CCN(S(=O)(=O)N2CCC3(CC2)OCCO3)CC1
5.1 | COc1cccc(/C=N/NC(=O)C(=O)NCc2cccnc2)c1O
0.7 | CCCOC1CCCN(C(=O)c2ccc(OC3CCN(C(=O)COC)CC3)cc2)C1 (stereo not given)
-1.2 | CC1(C)O[C@@H]2[C@H](O1)[C@@H](CO)O[C@H]2n1cc(Br)c(=O)[nH]c1=O
-2.3 | COc1ccc2nc(-c3ccccc3)cc(C(=O)OCC(=O)N3CCCCC3)c2c1
-2.3 | Cc1ccc(CN(C)C(=O)c2cccc(S(=O)(=O)N3CCN(c4ccccc4)CC3)c2)cc1
-1.0 | COc1cc(OC)cc(C(=O)OC/C(O)=C(\C#N)c2nc3ccccc3[nH]2)c1
-6.0 | Cc1cc(C)c2c(=O)n(CC(=O)Nc3cccc(F)c3)sc2n1
2.8 | COc1ccc(NC(=O)CCC(=O)N2CCN(S(=O)(=O)c3ccc(C)cc3)CC2)c(OC)c1
-0.2 | O=C(NCc1ccccn1)C(=O)Nc1nc(C23CC4CC(CC(C4)C2)C3)cs1
1.1 | Cc1cccc(OC(C)C(=O)NCc2ccc(S(N)(=O)=O)cc2)c1 (stereo not given)
1.1 | COc1cc(OC)cc(C(=O)NCC(=O)OCC(=O)NCc2ccco2)c1
12* | C=C(C)Cn1c(Sc2nnc(C)s2)nc2c1c(=O)[nH]c(=O)n2C
2.6 | CCOc1c(Br)cc(Br)cc1/C=C1\SC(N)=NC1=O
-0.2 | COc1cc(C(=O)OCC(=O)c2cc(C)n(CC3CCCO3)c2C)cc(OC)c1C (stereo not given)
-0.1 | COc1ccc2c(c1OC)C(=O)N1c3ccccc3N=C(c3ccc([N+](=O)[O-])cc3)CC21 (stereo not given)
2.0 | COc1cc(C2NC(=O)NC(C)=C2C(=O)OCC2CCCO2)cc(OC)c1OC (stereo not given)

Marked active in TTR transcr act, among the entries above:
TTR transcr act | canonical_smiles
12* | C=C(C)Cn1c(Sc2nnc(C)s2)nc2c1c(=O)[nH]c(=O)n2C

4 of the entries above in order of the TTR transcr act value, descending:
SMILES | TTR transcr act
COc1cc(OC)cc(C(=O)NCC(=O)OCC(=O)NCc2ccco2)c1 | 1.1
CN(Cc1ccccc1)C(NC(=O)c1ccccc1)C(Cl)(Cl)Cl (stereo not given) | -0.1
O=C(NCc1ccccn1)C(=O)Nc1nc(C23CC4CC(CC(C4)C2)C3)cs1 | -0.2
CC(Sc1nncn1C)C(=O)NCc1ccc2c(c1)OCO2 (stereo not given) | -0.5

The list goes on.
TTR transcr act | canonical_smiles
1.4 | CCC(=O)N1CCN=C1SCc1ccccc1
-0.3 | COC(=O)[C@]12C[C@H](CC(=O)NCc3cccc(C(F)(F)F)c3)C(=O)N(Cc3cccc4ccccc34)C1=C[C@H](C(C)C)O[C@@H]2C1CC1
2.0 | Cc1ccc(/C(O)=C2\C(=O)C(=O)N(Cc3cccnc3)C2c2ccccc2[N+](=O)[O-])cc1 (stereo not given)
-0.6 | Cc1ccc(C(=O)CC(=O)c2ccc(C)cc2O)cc1
2.6 | Cc1ccc(/C=C/c2nnc(-c3cccc(C)c3)o2)cc1
0.3 | CC(=O)Nc1c2c(nn1-c1ccccc1C)CS(=O)C2 (stereo not given)
-1.7 | CSCCC(c1nnnn1C1CCCC1)N1CCN(C/C=C/c2ccccc2)CC1 (stereo not given)
4.8 | CN(C)CCCNC(=O)c1cc(C(=O)c2ccc(F)cc2)c[nH]1
4.2 | COc1cccc(CC2(CO)CCCN(S(=O)(=O)N(C)C)C2)c1 (stereo not given)
0.3 | CCCN(CCC)S(=O)(=O)c1ccc(C(=O)Nc2nnc(CSC)o2)cc1
-1.9 | CCN(c1ccccc1)S(=O)(=O)c1ccc(C(=O)Nc2nnc(-c3ccco3)o2)cc1
-2.3 | CCCCOc1ccc(C(=O)Nc2cccc(C)n2)cc1
0.7 | COc1ccc(-c2csc(NC(=S)NC(=O)/C=C/c3ccccc3)n2)cc1Br
0.0 | CCc1nnc(NC(=O)CCC(=O)NC2CCCc3ccccc32)s1 (stereo not given)
1.6 | Cc1ccc(-c2nn3c(C)nnc3c3ccccc23)cc1S(=O)(=O)NCCN1CCOCC1
-1.2 | CC(C)COc1ccc(/C=C2/Sc3ccccc3C2=O)cc1
0.4 | Cc1nnc(N/N=C/c2c(Cl)cccc2Cl)n1N
0.7 | C[C@H]1[C@H](NCc2cccnc2)CC[C@@]23CCCN2C(=O)CCC[C@@H]13
-2.0 | O=C1/C(=C/c2cccnc2)CCc2c1[nH]c1ccccc21
1.5 | COc1ccc(S(=O)(=O)N2Cc3ccccc3CC2C(=O)Nc2ccc(O)cc2)cc1OC (stereo not given)
-2.4 | COc1ccc(NC(=O)c2c[nH]c(=O)n(-c3ccc(C)c(C)c3)c2=O)cc1OC
1.6 | C/C(=N\NC(=O)CCn1nnc2ccccc21)c1cccs1
1.0 | Cc1ccc(NC(=S)NCc2ccc(F)cc2)cc1
-1.6 | Cc1cccc(-c2cccc(NC(=O)C3CCCN(C(=O)c4ocnc4C)C3)c2)c1 (stereo not given)
1.1 | CCc1ccc(NC(=O)CC2C(=O)N(c3ccc(C)cc3)C(=O)N2CCc2ccncc2)cc1 (stereo not given)
-1.5 | CN(C)/C=C(\C#N)C(=O)N/N=C/c1ccccc1
-6.5 | O=C(Nc1ccc(N2CCN(C(=O)c3ccc(Cl)cc3)CC2)cc1)c1ccc2c(c1)OCCO2
4.5 | Cc1ccc(CN2C(=O)CCC2(C)c2nnnn2Cc2ccccc2)cc1 (stereo not given)
2.7 | CC(=O)Nc1ccc(NC(=O)CSc2nnc(NC(=O)C3CC(=O)N(c4ccccc4)C3)s2)cc1 (stereo not given)
-1.4 | CCc1ccc(/C=C2/Sc3ccccc3N(CC(=O)NCC3CCCO3)C2=O)cc1 (stereo not given)
-0.4 | O=C(CNC(=O)c1ccco1)NCC(=O)OCc1ccccc1Br
3.1 | COc1ccc(N2CCC(CNC(=O)Nc3ccccc3)C2)cc1 (stereo not given)
-0.9 | COc1ccc(Nc2nc(-c3sc(C)nc3C)cs2)c(OC)c1
1.5 | CCOc1cc2c(cc1OCC)C(c1ccc(O)c(OC)c1)NCC2 (stereo not given)
22* | COc1ccc(-c2noc(-c3cccs3)n2)cc1OC
0.6 | Fc1ccc(N2C(=S)SC(=Nc3ccccc3)C2=Nc2ccccc2)cc1
-0.6 | COc1ccc(N(C)C(=O)C2CCN(S(=O)(=O)c3cccc4nsnc34)CC2)cc1
-1.8 | Nc1c(-c2ccccc2)c(CSc2nc3ccccc3[nH]2)nn1-c1ccc(Cl)cc1
0.6 | CC(C)CCNC(=O)C(=O)NCc1ccccc1
0.7 | CCOC(=O)C1CCN(C(=O)C2CCCCC2)CC1
0.5 | COC1=CC(=O)OC(c2ccc(OC)cc2)C1 (stereo not given)
-0.9 | CSc1ccc(S(=O)(=O)NCc2ccc(C)cc2)cc1
-2.3 | O=C(c1ccc(Cl)c(Cl)c1)N1CCC(=O)N([C@H](COCc2ccc(Cl)cc2)Cc2ccccc2)CC1
3.0 | CCOc1c2ccc(C(=O)NCC34CC5CC(CC(C5)C3)C4)cc2nn1CC
-0.6 | C/C(=N/NC(=O)CSc1nc2ccccc2n1C)c1ccncc1
-0.3 | C=CCn1c(SCC(N)=O)nc2scc(-c3ccc(C)o3)c2c1=O
-8.4 | COc1cccc(C(=O)/C=C/Nc2ccc(S(=O)(=O)Nc3cccc(C(C)=O)c3)cc2)c1
-1.4 | C=C(C)c1cccc(C(C)(C)NC(=O)N2CCN(c3ccccc3)CC2)c1
-5.4 | CCOC(=O)C1CCCN(Cc2nc(N)nc(Nc3ccc(Cl)cc3)n2)C1 (stereo not given)
0.2 | COc1ccc(CN(CCC#N)CCC2(c3ccccc3)CC(C)N(C)CC2C)cc1OC (stereo not given)
0.0 | CCOc1ccccc1N(CC(=O)N1CCCC1)S(C)(=O)=O
6.2 | C/C(=N\NC(=O)C(=O)Nc1c(C)n(C)n(-c2ccccc2)c1=O)c1ccc(Cl)s1
4.0 | C/C(=N\NC(=O)COc1cccc(C)c1)c1ccc2ccccc2c1O
-5.8 | Cc1cccc2cc(C#N)c(SCC(=O)N3CCC(C)CC3)nc12
0.5 | O=C(NC(=S)Nc1cc(Cl)ccc1N1CCOCC1)c1ccc(-c2cccc(Cl)c2)o1
0.3 | COC(=O)c1nc(-n2nc(C)cc2C)ccc1Cl
-0.8 | Cc1cc(NC(=O)CSCc2nc(-c3cccc(F)c3)oc2C)no1
1.2 | COc1ccc2[nH]c3c(c2c1)CCN1C(=O)C(CC(=O)NCCN2CCOCC2)C[C@H](C(=O)N2CCOCC2)[C@@]31C (stereo not given in full)
0.1 | CC(C)C1C(=O)N(Cc2cn(Cc3ccco3)nn2)CCS(=O)(=O)N1Cc1ccc(-c2ccc(Cl)c(Cl)c2)cc1 (stereo not given)
2.6 | C1=CN2CCC1C(c1ccccc1)C2 (stereo not given)

(next part)
TTR transcr act | canonical_smiles
-1.2 | CC(C)C[C@H]1CN=C(Nc2ccccc2)N1CCCC1CCCCC1
-0.6 | Cc1ccc(C(=O)N2CC(=O)Nc3ccc(F)cc3C2c2ccccc2)cc1[N+](=O)[O-] (stereo not given)
1.6 | CCOc1ccc(-c2nnc(-c3ccncc3)o2)cc1OCC
2.8 | c1ccc2cc(CCCc3cc4ccccc4cn3)ncc2c1
1.5 | COc1cccc(-c2csc(NNC(=O)c3cccs3)n2)c1
0.2 | O=c1c2sc(-c3ccccc3)cc2nc2n1CCCCC2
-2.3 | CC(C)C[C@@H](CN1CCCC1CN1C(=S)NC[C@@H]1Cc1ccc(O)cc1)N1C[C@H](Cc2ccccc2)N(CC2CCCCC2)C1=S (stereo not given in full)
-1.8 | O=C1/C(=C/c2ccccn2)SC(=S)N1c1cccc(O)c1
-1.4 | COC(=O)c1c(N2C(=O)[C@H]3[C@@H](C2=O)[C@]2(C(=O)Nc4c2ccc(C)c4C)N2CCC[C@@H]32)sc(C)c1C
-1.1 | CC(C)C(=O)Nc1nnc(-c2ccccc2)o1
1.2 | COc1ccc([C@H]2CC(=O)C=C(c3cc(OC)ccc3OC)C2)cc1
-2.1 | NC(=O)c1ccccc1NC(=O)c1ccc2ccccc2c1
0.3 | COc1ccc(-c2cc(C)nc3c(-c4ccccc4)cnn23)cc1
1.0 | COc1ccc(C(CNC(=O)c2cccc(S(=O)(=O)N(C)c3ccccc3)c2)N2CCCC2)cc1 (stereo not given)
0.7 | CC(=O)N(C)c1ccc(C(O)(C(F)(F)F)C(F)(F)F)cc1
0.1 | CSC(=NC#N)N1CCN(c2ccc(Cl)cc2)CC1
0.9 | CC(C)=CCN1CCN(Cc2ccc3nsnc3c2)CC1CCO (stereo not given)
0.7 | c1ccc(-n2ncc3c(N4CCN(c5ccccn5)CC4)nc(N4CCCCCC4)nc32)cc1
0.2 | CCSc1ccccc1C(=O)NCc1ccc(OC)cc1
3.2 | Cc1cccc(C)c1NC(=O)C1CCCN1C(=O)Nc1cccc(F)c1 (stereo not given)
-1.2 | O=C(NCCCO)C(=O)NCC(c1ccc2c(c1)OCO2)N1CCN(c2ccc(F)cc2)CC1 (stereo not given)
0.8 | CCOc1ccc(CN2C(=O)c3ccccc3C2C(=O)NCC2CCCO2)cc1 (stereo not given)
3.1 | CC1CCC(C(O)(C(=O)O)C2CCCCC2)CC1C (stereo not given)
-0.5 | COc1cc(OC)nc(Oc2cccc(Cl)c2C)n1
-0.7 | CC12CCC(C(=O)NC3CCCCC3)([C@H](Br)C1=O)C2(C)C (stereo not given in full)
0.1 | N#CCCn1c2ccccc2c2nc3ccccc3nc21
-1.5 | COc1ccc(-n2c(SC(CN3CCCCC3)CN3CCCC3=O)nc3ccccc3c2=O)cc1 (stereo not given)
4.0 | CC1CCCN(S(=O)(=O)c2cc(Cl)ccc2Cl)C1 (stereo not given)
